# FXN GAA850 act = FXN promoter activators, primary screen, cell-based, luciferase luminescence, HEK293 lucGAA850 | HEK293 lucGAA850 FXN promoter luciferase reporter, 24 h; percent of 10 µM SAHA response | activation, % at 6 µM | 360,000 compounds, 0.56% hits;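 active = activation above the average of all compounds screened plus 3 SD, cutoff fixed separately per campaign, cut at about 7.5% in these data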;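 also: 0% = DMSO wells and 100% = 10 µM SAHA wells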
# GC-A act = GC-A stimulated cGMP production enhancers – HEK293 GC-A cells, cGMP TR-FRET, EC30 ANP, primary screen; Atrial natriuretic peptide receptor 1 (Homo sapiens), P16066; 0% at EC30 ANP, 100% saturating ANP; activation, % at 10 µM; 370,000 compounds, 0.14% hits; in the data active = activation above about 40%
# DAX1 inh-1 = DAX1 (NR0B1) inhibitors on StAR promoter, primary screen, cell-based, luminescence, SF-1 (NR5A1), full-length DAX-1. HEK293T StAR-luciferase reporter, SF-1/DAX-1 repression relief. inhibition, % at 6.8 µM. 370,000 compounds, 1.1% hits. AID 652010, 2013;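 active = inhibition above the mean over all tested compounds plus 3 SD, cut at about 3.6% in these data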;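 also: 0% = DAX-1 cells with DMSO and 100% = cells lacking DAX-1 with DMSO; higher inhibition means more luminescence from relief of DAX-1 repression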
# ADAM10 inh = human ADAM10 inhibitors, primary screen, biochemical, QFRET, HTS | recombinant ADAM10, EDANS/DABCYL FRET peptide cleavage, 3 h | Disintegrin and metalloproteinase domain-containing protein 10 (Homo sapiens), O14672 | 370,000 compounds, 0.62% hits | inhibition, % at 7 µM;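 active = inhibition above a per-campaign cutoff equal to the mean of compounds falling between control-based bounds plus 3 SD, cut at about 20% in these data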;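 also: 0% = DMSO wells while the 100% control is not disclosed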
# Target sequence (O14672 214-748 limits assumed): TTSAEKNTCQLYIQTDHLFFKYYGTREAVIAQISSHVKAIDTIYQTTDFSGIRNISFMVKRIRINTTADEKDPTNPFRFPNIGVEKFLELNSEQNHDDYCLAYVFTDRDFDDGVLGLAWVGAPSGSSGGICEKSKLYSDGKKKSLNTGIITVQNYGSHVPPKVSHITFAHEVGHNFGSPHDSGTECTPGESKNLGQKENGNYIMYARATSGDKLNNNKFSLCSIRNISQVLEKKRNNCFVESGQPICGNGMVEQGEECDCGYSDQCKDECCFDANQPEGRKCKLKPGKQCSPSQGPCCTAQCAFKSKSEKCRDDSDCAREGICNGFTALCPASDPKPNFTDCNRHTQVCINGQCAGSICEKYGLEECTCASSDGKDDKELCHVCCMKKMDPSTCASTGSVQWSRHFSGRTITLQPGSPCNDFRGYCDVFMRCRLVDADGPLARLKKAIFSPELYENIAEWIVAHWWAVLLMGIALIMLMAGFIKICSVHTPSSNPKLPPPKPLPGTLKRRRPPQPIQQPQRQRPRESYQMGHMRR
# DAX1 inh-2 = DAX1 (NR0B1) inhibitors, primary screen, cell-based, HEK293, Gal4-DAX1, luciferase luminescence; HEK293 Gal4-DAX1 luciferase reporter; inhibition, % at 6.75 µM; 340,000 compounds, 0.99% hits; AID 504766, 2011;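 active = inhibition above the mean over all tested compounds plus 3 SD, cut at about 4.2% in these data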;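 also: 0% = DAX1-transfected cells with DMSO and 100% = empty-vector control cells with DMSO; inhibition shows as a rise in luminescence from relieved DAX1 repression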
# hcDAF12 agonist = H. contortus DAF-12 nuclear receptor activators, primary screen, cell-based, luminescence, HEK293, lit1-tk-luc reporter | activation, % at 6.8 µM | HEK293 hcDAF-12 lit1-tk-luc reporter; 0% DMSO, 100% Δ7-dafachronic acid | AID 652067, 2013 | 370,000 compounds, 1.4% hits;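 active = activation above the mean of all tested compounds plus 3 SD, cut at about 5.5% in these data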;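 also: 100% = response to 3 µM Δ7-dafachronic acid high control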
# ssDAF12 agonist = S. stercoralis DAF-12 nuclear receptor activators, primary screen, cell-based, luminescence, HEK293, GRIP1 co-expression, lit1-tk-luc. Nuclear hormone receptor DAF-12 (Strongyloides stercoralis). HEK293 ssDAF-12/GRIP1 lit1-tk-luc reporter; % of 3 µM dafachronic acid response. activation, % at 6.8 µM. 370,000 compounds, 1% hits;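 active = activation above the mean over all tested compounds plus 3 SD, cut at about 0.9% in these data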;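 also: 0% = DMSO-only wells and 100% = 3 µM delta7-dafachronic acid wells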
# NPR2 activator = human GC-B receptor activators, primary screen, HEK293 GC-B cells, cGMP TR-FRET, EC30 CNP | 0% at EC30 CNP, 100% saturating CNP | activation, % at 10 µM | 370,000 compounds, 0.11% hits | AID 1920062, 2024;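 active = activation at 10 µM reaching about 35% in either raw or pattern-adjusted values, limit read from the data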
# SMARCA2 act = SMARCA2 (BRM) function activators, primary screen, cell-based, luminescence, high throughput; MG213 cells, MMTV-luciferase reporter, dexamethasone, overnight; activation, % at 9.1 µM; 370,000 compounds, 1% hits; AID 652017, 2013; in the data active = activation above about 7.8%;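 also: 0% = vehicle wells and 100% = reference activator wells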
# sPLA2-III inh = human group III sPLA2 inhibitors, primary screen, biochemical, QFRET, BODIPY PC-A2 liposome substrate; Group 3 secretory phospholipase A2 (Homo sapiens), Q9NZ20; QFRET BODIPY PC-A2 liposome hydrolysis, fluorescence; inhibition, % at 12.2 µM; 370,000 compounds, 0.56% hits; AID 743126, 2013;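 active = inhibition above mean plus 3 SD of compounds lying within the high and low control bounds, cut at about 19% in these data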;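 also: 0% = median of test compound wells and 100% = no enzyme DMSO wells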
# Target sequence (Q9NZ20 whole entry, looked up): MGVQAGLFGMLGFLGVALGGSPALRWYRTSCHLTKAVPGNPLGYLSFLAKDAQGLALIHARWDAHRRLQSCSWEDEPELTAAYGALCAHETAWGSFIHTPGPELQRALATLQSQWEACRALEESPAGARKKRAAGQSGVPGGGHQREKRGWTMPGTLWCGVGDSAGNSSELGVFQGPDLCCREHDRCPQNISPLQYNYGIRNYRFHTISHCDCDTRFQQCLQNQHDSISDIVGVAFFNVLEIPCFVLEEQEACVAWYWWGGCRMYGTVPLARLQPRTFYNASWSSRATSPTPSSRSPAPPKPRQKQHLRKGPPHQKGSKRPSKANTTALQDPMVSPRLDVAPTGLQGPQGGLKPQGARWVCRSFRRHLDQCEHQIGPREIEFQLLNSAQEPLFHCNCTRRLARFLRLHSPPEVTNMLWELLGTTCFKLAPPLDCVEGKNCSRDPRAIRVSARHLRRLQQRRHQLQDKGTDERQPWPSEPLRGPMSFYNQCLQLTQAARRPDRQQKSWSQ
# hgDAF-12 ag = H. glycines DAF-12 receptor agonists, primary screen, cell-based, luminescence, HEK293, GAL4 fusion, UAS-luciferase; HEK293 GAL4-hgDAF12 UAS-luciferase reporter, agonist luminescence; normalized to butyrate control; AID 687014, 2013; activation, % at 6.8 µM; Nuclear hormone receptor DAF-12 (Heterodera glycines), GAL4 fusion; 370,000 compounds, 1.8% hits;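 active = activation above a cutoff set at the mean of all screened compounds plus 3 SD, cut at about 10% in these data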;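 also: 0% = DMSO wells and 100% = sodium butyrate wells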
# Numbers without * were called inactive; i = inactive; . = no result given.
# The opening 2 entries, to show the layout:
SMILES,FXN GAA850 act,GC-A act,DAX1 inh-1,ADAM10 inh,DAX1 inh-2,hcDAF12 agonist,ssDAF12 agonist,NPR2 activator,SMARCA2 act,sPLA2-III inh,hgDAF-12 ag
COc1ccc(N2CCN(C(=O)c3cc(C)on3)CC2)cc1,2.2,0.0,0.5,-10.8,0.2,-1.3,-1.0,-2.8,2.0,6.3,4.4
C=CCN1C(=O)N(Cc2ccccc2)c2ccccc2S1(=O)=O,.,-3.1,0.5,-11.7,.,2.1,-0.8,4.0,-3.9,6.8,-2.4

# Results, previewed entries included:
SMILES,FXN GAA850 act,GC-A act,DAX1 inh-1,ADAM10 inh,DAX1 inh-2,hcDAF12 agonist,ssDAF12 agonist,NPR2 activator,SMARCA2 act,sPLA2-III inh,hgDAF-12 ag
COc1ccc(N2CCN(C(=O)c3cc(C)on3)CC2)cc1,2.2,0.0,0.5,-10.8,0.2,-1.3,-1.0,-2.8,2.0,6.3,4.4
C=CCN1C(=O)N(Cc2ccccc2)c2ccccc2S1(=O)=O,.,-3.1,0.5,-11.7,.,2.1,-0.8,4.0,-3.9,6.8,-2.4
CN(C)S(=O)(=O)c1ccc(C(=O)OCC(=O)c2ccc3c(c2)NC(=O)CO3)cc1,0.2,-1.3,0.7,16.6,1.6,-0.5,-1.0,-3.2,2.0,-0.6,3.0
COc1ccccc1N(CC(=O)Nc1ccc(Cc2ccncc2)cc1)S(=O)(=O)c1ccccc1,-0.3,2.0,-0.3,5.0,-1.5,-2.4,-1.3,4.5,-4.5,-16.6,0.1
CCN(C(=O)CSc1nnc(C)c(=O)[nH]1)c1cccc2ccccc12,-0.9,0.0,1.2,-6.1,0.0,-2.6,-0.5,-0.4,0.1,-2.9,-3.3
CCOC(=O)c1sc(=S)n(-c2ccc(C)cc2)c1SC,1.2,2.9,-0.3,2.4,1.6,-0.4,-1.0,2.4,-1.9,3.4,1.1
COc1cc(/C=N/NC(=O)c2cc3ccccc3cc2O)ccc1OCCN1CCCCC1,2.0,1.2,0.0,-2.2,2.6,2.1,-1.3,4.7,0.5,-7.0,-0.6
Cc1nnc(SCC(=O)Nc2ccccc2F)n1Cc1ccco1,0.8,-4.1,0.1,2.6,0.2,-2.3,-1.5,2.9,6.3,4.7,-1.0
COc1ccc(-c2nnn(CC(=O)N(CC(=O)NC3CCCC3)c3ccccc3)n2)cc1OC,3.1,-1.1,-0.3,-6.9,-0.4,-1.5,-1.1,0.8,-5.7,3.0,-0.6
Cc1scc(-c2n[nH]c(=S)n2C(C)c2ccccc2)c1C (centres undefined),4.1,1.0,-0.1,6.4,-0.1,-0.9,-1.1,0.3,1.8,15.5,-3.1
O=C(Nc1ccccc1)OCC1CCCN2CCCCC12 (centres undefined),0.1,3.8,0.0,2.6,-0.6,0.7,-0.4,3.4,-0.1,2.8,1.1
Cc1ccccc1C(=O)NN1C(=O)CSC1=S,2.9,3.0,-0.1,2.5,0.7,-1.7,-1.1,1.6,-2.6,8.0,-3.5
C/C(=N\Nc1ccc(Cl)c(C(=O)O)c1)c1cccc([N+](=O)[O-])c1,2.0,5.2,0.2,10.7,3.0,2.0,-1.0,-2.3,4.8,-2.0,1.0
COc1ccc2oc(=O)c(C(=O)C[n+]3cccc(C)c3)cc2c1,0.2,3.7,0.5,-8.1,-1.0,-0.5,-0.9,2.8,1.1,-1.6,-2.5
COC(=O)Nc1ccc(S(=O)(=O)N2CCCc3ccccc32)cc1,-4.1,-5.0,-1.4,5.8,-2.5,0.8,-0.3,-4.1,0.6,-20.4,0.2
Cc1nn(CC(=O)NC(=O)NC2CCCCC2C)c(=O)c(C#N)c1C (centres undefined),1.6,-0.7,0.3,-18.7,0.9,0.7,-0.1,2.2,-1.7,-27.9,-0.7
Cc1ccc(S(=O)(=O)N2CCN(S(=O)(=O)c3c(C)n[nH]c3C)CC2)cc1C,1.2,-2.7,2.5,2.5,-0.2,-1.0,-1.1,5.0,0.8,0.5,0.5
Cc1ccc(-c2nc(COC(=O)C3=NN(c4ccccc4)C(=O)CC3)cs2)cc1,-0.2,4.5,0.3,-1.0,0.2,-0.1,-0.4,0.9,-2.1,-8.1,10.0
O=C1C(Cc2ccc3[nH]ccc3c2)NC(=S)N1c1ccccc1 (centres undefined),-0.8,4.0,-0.3,0.5,1.1,2.2,-0.8,0.4,-0.2,-68.8,2.0
O=C(Nc1ccc2ncccc2c1)c1cccc(Br)c1,6.1,-4.2,2.2,-1.9,4.0,3.2,0.6,-1.4,6.2,1.1,9.4

# Single values from the list.
# `COc1cc(/C=N/NC(=O)c2cc3ccccc3cc2O)ccc1OCCN1CCCCC1` – FXN GAA850 act: 2.0
# `Cc1ccccc1C(=O)NN1C(=O)CSC1=S` – sPLA2-III inh: 8.0

# Other structures follow.
SMILES,FXN GAA850 act,GC-A act,DAX1 inh-1,ADAM10 inh,DAX1 inh-2,hcDAF12 agonist,ssDAF12 agonist,NPR2 activator,SMARCA2 act,sPLA2-III inh,hgDAF-12 ag
COc1ccc(CN2C3=N[C@H](c4ccccc4)CC(=O)N3/C(=C\c3ccccc3)C2c2ccco2)c(OC)c1 (some centres undefined),.,-26.1,0.1,5.9,.,0.5,-0.4,-21.2,-1.5,-0.5,-1.3
O=C(CC1=NCCNC(c2ccccc2)C1)c1ccccc1O (centres undefined),2.9,-1.6,1.5,-32.7,-0.2,5.8*,-0.1,-8.4,2.9,-8.0,6.6
CCc1sc(C(=O)N2CCN(CC(=O)Nc3cccc(F)c3)CC2)cc1C,2.6,5.4,1.7,-2.9,-0.2,1.2,-0.9,6.3,1.3,-6.2,5.1
CC(C)OC(=O)c1ccc(NCc2cc(O)ccc2O)cc1,5.3,2.8,-5.0,16.6,-2.8,-2.9,-1.4,-3.0,-2.1,22.2*,-11.2
CCOc1ccccc1OCCCC(=O)Nc1cccc(-n2cnnn2)c1C,0.4,-0.4,0.9,2.8,0.5,-1.4,-1.1,-0.6,1.8,0.7,-1.8
CNC(=S)NCCc1ccc(OC)c(OC)c1,3.3,-0.4,0.1,-7.2,0.8,-0.4,-1.6,5.1,-0.4,-0.3,2.3
CC(C)OCCCNC(=O)c1ccc(N(C)S(C)(=O)=O)cc1,-1.4,-0.8,0.2,7.7,0.0,0.0,-0.8,-1.5,0.8,-1.2,-0.8
Cc1nc2ccc(C(=O)O)cc2c2c1CC(C)S2 (centres undefined),1.3,6.0,0.0,i,1.1,0.3,-0.3,4.6,4.2,0.0,3.6
Cc1nc2c(c(C)nn2-c2ccccc2)c(C)c1CCC(=O)NCCCOC(C)C,1.9,-1.7,-0.2,-149.6,-0.7,-2.0,-1.7,-3.9,-2.6,6.8,-1.9
CCOC(=O)C1(c2csc(N)n2)COC(=O)C1 (centres undefined),3.6,1.6,0.3,-4.7,-0.4,-1.5,-0.9,6.9,5.5,0.8,2.5
COC(=O)CC1C(=O)NCCN1C(=S)NC(=O)c1sc2ccccc2c1Cl (centres undefined),1.8,7.5,-0.3,-2.2,1.2,2.6,-0.1,-1.6,-1.8,-5.5,4.3
Cc1cc2nc(C3CCN(C(=S)NCCCOC(C)C)CC3)[nH]c2cc1C,-0.4,-0.8,-0.2,-0.2,0.2,-0.1,-2.2,-3.6,-1.3,2.4,0.0
Cc1nn(C)c(C)c1CNC(=O)c1cc2n(n1)C(C(F)(F)F)CC(c1cccs1)N2 (centres undefined),-0.3,0.4,-0.7,-3.7,-3.3,-3.9,-2.2,3.9,-3.9,-4.7,-4.4
O=C1Nc2ccc(S(=O)(=O)NCc3ccccn3)c3cccc1c23,2.5,3.0,0.5,i,-0.2,2.0,0.5,-0.9,-5.0,4.8,1.1
COc1cccc(N2CCN(C(=O)c3cc(C)oc3C)CC2)c1,-2.0,-0.3,0.3,-15.5,-0.4,-1.5,-1.5,3.5,-5.2,12.7,-0.3
Cc1ccc(-c2ccc3c(c2)O[C@H](CN(C)C(=O)Nc2ccc(C(F)(F)F)cc2)[C@H](C)CN([C@H](C)CO)S3(=O)=O)cc1,.,-1.3,-1.7,13.3,.,0.4,0.0,-2.5,-3.7,-22.7,-0.2
COc1ccc(CNC(=O)COc2ccc(C)nc2[N+](=O)[O-])cc1,1.3,-0.9,-0.5,-1.8,0.6,-1.4,-1.9,-0.3,-0.6,-1.9,-2.9
COc1cccc(C2=NCCc3cc4c(cc32)OCO4)c1OC,-1.0,-3.1,-0.1,-5.0,-1.6,1.0,-0.8,-2.4,-3.1,0.0,-0.1
Cn1c(C(=O)NCCCN2CCCC2=O)cc2c(=O)n(C)c3ccccc3c21,2.8,3.5,-0.3,-46.2,-1.1,-0.8,-0.6,5.3,1.8,1.4,0.6
CCN(CC(=O)NCc1ccc(F)cc1)CC(=O)NC1CCCC1,-0.7,-0.2,-0.2,4.9,1.1,-1.9,-1.6,2.7,-0.7,1.6,-1.3
Cn1c(-c2ccc3c(c2)OCO3)cnc1N,2.0,-2.4,0.4,4.4,2.0,0.6,-1.2,4.4,-1.8,9.8,1.1
Cn1nc(C(C)(C)C)c([N+](=O)[O-])c1C(=O)N1CCOCC1,-1.2,3.2,-0.9,-8.6,0.1,0.0,-1.1,7.6,-1.6,4.3,0.0
O=C(CSc1nccc(-c2cccs2)n1)Nc1ccc(Cl)cc1,-2.5,0.1,-1.3,7.2,-1.1,2.7,-0.9,-10.7,-5.2,-3.0,-0.1
OCc1nc2ccccc2n1CCCCOc1ccccc1,-0.9,-1.9,-0.3,3.5,0.3,1.0,-1.2,-6.0,-4.1,-2.6,-1.1
Cc1ccc(C)c(NC(=O)COc2cccc3c2CCN(Cc2ccccc2C)C3=O)c1,-0.9,-0.2,0.0,-3.4,-0.3,1.9,-0.8,7.2,-1.4,0.6,-1.3
N[C@H]1CC[C@@H]2SC[C@@H](C(=O)O)N2C1=O,.,-0.1,-0.6,-1.7,.,0.5,-0.6,1.7,-0.8,3.9,-0.1
Cc1ccc(S(=O)(=O)N(C)C)cc1NC(=O)COC(=O)CCC1CCCC1,1.0,1.6,0.9,0.7,0.0,-1.0,-0.6,0.5,-1.9,-3.3,-0.8
Cc1cc(NC(=O)C2CC(=O)N(c3cccc(Cl)c3)C2)no1 (centres undefined),-0.2,13.1,0.2,8.3,0.4,0.6,-1.2,4.5,-1.1,-2.3,-0.4

# High-throughput results as filed in PubChem BioAssay.
